hcGAS inh: Primary biochemical luminescence assay for human cyclic GMP-AMP synthase inhibitors; recombinant h-cGAS, ATP depletion, Kinase-Glo luminescence; inhibition, % at 12.5 µM; 290,000 compounds, 0.081% hits; AID 1259398, 2018;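 note: 0% = vehicle reaction and 100% = reaction without DNA for no activity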
Target sequence (Q8N884 whole entry, looked up): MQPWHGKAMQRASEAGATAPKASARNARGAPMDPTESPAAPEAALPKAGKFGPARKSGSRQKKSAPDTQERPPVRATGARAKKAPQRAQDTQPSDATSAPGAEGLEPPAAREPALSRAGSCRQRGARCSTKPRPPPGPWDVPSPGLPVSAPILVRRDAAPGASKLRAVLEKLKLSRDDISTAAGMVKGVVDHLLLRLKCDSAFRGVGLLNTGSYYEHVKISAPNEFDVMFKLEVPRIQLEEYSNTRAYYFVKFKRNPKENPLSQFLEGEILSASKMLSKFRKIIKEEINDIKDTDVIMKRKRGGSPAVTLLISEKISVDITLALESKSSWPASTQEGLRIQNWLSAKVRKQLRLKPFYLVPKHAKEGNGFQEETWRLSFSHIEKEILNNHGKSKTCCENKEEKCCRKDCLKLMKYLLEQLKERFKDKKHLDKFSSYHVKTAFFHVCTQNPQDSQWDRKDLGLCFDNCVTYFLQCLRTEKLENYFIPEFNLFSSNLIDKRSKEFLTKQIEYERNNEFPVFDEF
mcGAS lum: cyclic GMP-AMP synthase inhibitors, mouse, primary biochemical chemiluminescence; recombinant cGAS, Kinase-Glo ATP depletion luminescence; inhibition, % at 12.5 µM; 160,000 compounds, 0.15% hits;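 note: 0% = negative control wells and 100% = reference inhibitor with no enzyme activity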
NPYLR7 agonist: agonists of mosquito NPYLR7 receptor, primary screen, cell-based, Aedes aegypti, calcium fluorescence, mosquito biting behavior. Aedes aegypti neuropeptide Y-like receptor 7 (NPYLR7). HEK293T NPYLR7/Galpha15, GCaMP6s calcium fluorescence. activation, % at 10 µM. 270,000 compounds, 0.15% hits. AID 1259423, 2018; in the data active = activation above about 40%;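 note: 0% = vehicle and 100% = reference agonist at the receptor; some compounds past the cut are filed as inactive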
Numbers without * were called inactive; . = not tested or not shown. Cut-off read from the data, not from the text of the source, unless noted: active = inhibition above about 40%; inactive = the rest.

SMILES	hcGAS inh	mcGAS lum	NPYLR7 agonist
COc1cc(F)c(CN2CCCC2c2ccc(F)cc2)cc1OC (stereo unspecified)	0	.	-4
O=C(Cn1nnc(-c2cccs2)n1)NCCC1=CCCCC1	4	-4	0
Cc1cc(NC(=O)CSc2ccc3ccccc3n2)n(C)n1	-3	.	4
CC(Sc1ccc(Cl)c(C(F)(F)F)c1)C(=O)Nc1ccc(C(N)=O)cc1 (stereo unspecified)	-12	.	1
Cc1cccc(C(=O)Oc2cccc3cccnc23)c1	0	.	23
Cc1ccc(Cc2nc(N3CCCN(C(=O)C4C[C@H]4c4ccccc4)CC3)c3c(-c4cccnc4)noc3n2)cc1 (stereo partly specified)	-2	-4	20
CN(C)c1ccc(CN2CCN(c3ncnc4ccccc34)CC2)cn1	-7	.	-1
CCOC(=O)C1(CC2CC2)CCN(Cc2cn[nH]c2-c2cccc(F)c2)CC1	-8	.	9
N#CCn1nc2n(c(=O)c1=O)CCN2c1ccccc1	-4	.	12
Cn1cc(NC(=O)N2CCOCC2)c2ccccc21	-8	-9	2
CCN(CC)C(=O)Oc1ccc2c(ccn2Cc2cccc(C(F)(F)F)c2)c1-c1ccc(OC)c(OC)c1	-4	-5	4
CC(=O)c1sc2nc(CN3CCCCC3C)[nH]c(=O)c2c1C (stereo unspecified)	-3	-6	19
CCn1nccc1NC(=O)c1cccc(S(C)(=O)=O)c1	-17	.	11
O=C(O)CNC(=O)c1ccc(Br)o1	-7	.	-4
O=C(C1=COCCO1)N1CCN(c2nc3c(Cl)cccc3s2)CC1	-7	-8	0
C[C@H](C(=O)NCc1nccs1)N1Cc2ccc(-c3ccc(C#N)cc3)nc2C1=O	-6	-7	9
Cc1ccc2c(c1)CN(CC(=O)N1CCN(c3ccccc3)CC1C)CC(c1ccsc1)O2 (stereo unspecified)	2	-4	-1
Cc1ccc(C(=O)NCc2cccnc2N2CCOCC2)cn1	-3	.	7
CO[C@H]1CN(C(C)C)C[C@@H]1Nc1ncc(C)c(N(C)C)n1	-5	.	3
CC(OC(=O)c1ccc(CN2CCCCC2)cc1)C(=O)NCc1cccs1 (stereo unspecified)	1	.	-4

Seven compounds drawn at random from the list so far:
SMILES	hcGAS inh	mcGAS lum	NPYLR7 agonist
CCN(CC)C(=O)Oc1ccc2c(ccn2Cc2cccc(C(F)(F)F)c2)c1-c1ccc(OC)c(OC)c1	-4	-5	4
Cc1ccc(Cc2nc(N3CCCN(C(=O)C4C[C@H]4c4ccccc4)CC3)c3c(-c4cccnc4)noc3n2)cc1 (stereo partly specified)	-2	-4	20
CN(C)c1ccc(CN2CCN(c3ncnc4ccccc34)CC2)cn1	-7	.	-1
CO[C@H]1CN(C(C)C)C[C@@H]1Nc1ncc(C)c(N(C)C)n1	-5	.	3
O=C(C1=COCCO1)N1CCN(c2nc3c(Cl)cccc3s2)CC1	-7	-8	0
O=C(Cn1nnc(-c2cccs2)n1)NCCC1=CCCCC1	4	-4	0
N#CCn1nc2n(c(=O)c1=O)CCN2c1ccccc1	-4	.	12

Returning to the listing, repeating the four entries before the break.
SMILES	hcGAS inh	mcGAS lum	NPYLR7 agonist
Cc1ccc2c(c1)CN(CC(=O)N1CCN(c3ccccc3)CC1C)CC(c1ccsc1)O2 (stereo unspecified)	2	-4	-1
Cc1ccc(C(=O)NCc2cccnc2N2CCOCC2)cn1	-3	.	7
CO[C@H]1CN(C(C)C)C[C@@H]1Nc1ncc(C)c(N(C)C)n1	-5	.	3
CC(OC(=O)c1ccc(CN2CCCCC2)cc1)C(=O)NCc1cccs1 (stereo unspecified)	1	.	-4
Cc1ccc(C(=O)NCc2cccnc2N2CCCN(C)CC2)c(O)c1	-2	.	-6
COc1ccccc1N1C(=O)/C(=C/c2ccc(-c3ccc([N+](=O)[O-])cc3)o2)C=C1c1ccccc1	-5	-3	1
CN(Cc1cccnc1Cl)C(=O)c1cc(CN2CCCC(O)C2)on1 (stereo unspecified)	-2	.	-1
Cc1nc2c(c(NC3CCN(S(=O)(=O)c4ccccc4)CC3)n1)CNC2	-7	-17	18
CC(C)(C)c1cc(O)c(O)c(CN2CCN(c3ncccn3)CC2)c1	-5	-11	-1
COc1cccc(Cc2nsc(Oc3cccc(C(=O)N4CCC5(CC4)OCCO5)c3)n2)c1	-4	-4	-4
CCN(CC)c1onc(-c2ccccc2)c1CN(Cc1ccco1)C(=O)Nc1cccc(Cl)c1	-3	-6	22
CCCNc1cc(C)nc2c(-c3ccccc3)c(C(F)(F)F)nn12	-1	-5	-10
O=C(CSc1nnnn1C1CC1)NCC1(N2CCOCC2)CCCCC1	-6	.	5
Cc1ccc(S(=O)(=O)Nc2cccc(S(=O)(=O)NC3=NCCC3)c2)cc1C	-3	-4	17
COc1cccc(NC(=O)C2(C)CCN2CC2CC2)c1 (stereo unspecified)	-4	.	4
O=C(c1c[nH]c2ncccc12)N(Cc1cccnc1)CC1CCCO1 (stereo unspecified)	5	.	0
COc1ccc(NC(C)=O)cc1NC(=O)CN1CCCC1c1cccn1C (stereo unspecified)	-5	-7	-6
CC1CN(c2cc(Cl)nc(SCC(=O)N3CCN(c4ccc([N+](=O)[O-])cc4)CC3)n2)CCN1C(=O)c1ccc(F)cc1 (stereo unspecified)	-4	-5	16
CCOC(=O)c1cc(-c2ccc(N3CCN(C(=O)c4cccnc4SCC)CC3)cc2)n(-c2cccc(F)c2)n1	-7	-6	24
CN(C)Cc1cccc(CN(C)c2cc(N(C)C)ncn2)c1	-8	.	-3
COc1ccc(C)cc1S(=O)(=O)Nc1cccc([N+](=O)[O-])c1	-5	.	4
O=C(NCCNC(=O)[C@H]1CCCN1C(=O)c1ccc(Cl)cc1Cl)c1ccc(F)cc1	-1	-6	4
CCOC(=O)C1(Cc2ccc(F)cc2F)CCCN(C(=O)C2=CC(=O)CC(C)(C)O2)C1 (stereo unspecified)	-10	.	5
CC(C)CN1CC(C(=O)Nc2ccc3c(c2)OCCCO3)CC1=O (stereo unspecified)	-17	.	-1
O=C(CN1C(=O)CSC(c2ccc3c(c2)OCO3)c2c(-c3ccccc3)nn(-c3ccccc3Cl)c21)NCc1ccc(F)cc1 (stereo unspecified)	-8	-4	4
CCCCC(=O)N(C)c1c(C)nc2ccc(C(=O)NCCc3ccccn3)cn12	-2	-1	7
O=C(CN1CCN(c2ccccn2)CC1)NCc1ccc(Cl)cc1	-8	.	6
[O-][n+]1ccccc1Oc1nnc(-c2ccc(F)cc2)c2ccccc12	-3	.	1
COc1cccc(NC(=O)NCc2nnnn2C2CCCCC2)c1	-12	.	5
Cc1n[nH]c(C)c1Cc1nc(CN2CCN(C)CC2)no1	-5	.	2
Cn1c(CSc2nc3ccc(Br)cc3[nH]2)nc2ccccc21	1	2	-4
CCc1nc2n(n1)C(=O)C(C(c1ccccc1)N1CCN(c3ccccc3)CC1)S2 (stereo unspecified)	-1	-5	-3
O=C(Nc1cccc(-c2cccc(F)c2)c1)C1CCN(Cc2cccc3cnccc23)CC1	-3	-2	3
Cc1nn(C2CCS(=O)(=O)C2)c(C)c1CN(C)C(=O)Cn1nnc(COc2ccccc2)n1 (stereo unspecified)	-8	.	1
CC(C)c1cc(C2CCN(C(=O)[C@H]3CCCO3)CC2)[nH]n1	-9	.	2
CN(Cc1ccco1)C(=O)CC1CCN(C(=O)NC2CCCCC2)CC1	-8	-4	.
COc1ccc(C(=O)N2CCN(c3ccc(OC)cc3)C(=O)C2C)cc1 (stereo unspecified)	2	1	-10
O=C(NCCN1CCOCC1)c1cnn2c(C(F)(F)F)cc(-c3ccc(F)cc3)nc12	-11	-5	-8
COc1cc([N+](=O)[O-])ccc1NC(=S)NNC(=O)c1ccc(-n2cccc2)cc1	-2	-3	-2
Cc1ccc(CSc2nc(=O)n3ccc(C)cc3n2)cc1	-8	-6	3
CONS(=O)(=O)c1ccc(C(=O)N(CCC(C)C)C2CC2)cc1	-4	-11	10
CCC(C)N(CC(=O)N1CCc2sccc2C1c1ccc(Cl)cc1)C(=O)c1cccs1 (stereo unspecified)	-4	-3	-7
CC(=O)c1cccc(-c2cc3c(n(C)c2=O)CCN(C(=O)c2ccc4[nH]c5c(c4c2)CCCC5)C3)c1	-1	-14	18
CN1CCCC2(CCN(c3ncccc3C(=O)O)C2)C1=O (stereo unspecified)	-5	.	7

In the list so far, two contain a cyano group:
SMILES	hcGAS inh	mcGAS lum	NPYLR7 agonist
N#CCn1nc2n(c(=O)c1=O)CCN2c1ccccc1	-4	.	12
C[C@H](C(=O)NCc1nccs1)N1Cc2ccc(-c3ccc(C#N)cc3)nc2C1=O	-6	-7	9

(cont.)
SMILES	hcGAS inh	mcGAS lum	NPYLR7 agonist
C#CCOc1cc(F)ccc1NC(=O)NCc1nnc2ccccn12	-4	.	0
Cc1nsc(NC(=O)NC(c2ccccn2)C(F)(F)F)n1 (stereo unspecified)	-9	-12	.
Cc1cc(C)c2oc(=O)n(C3CCN(C(=O)c4ccc(F)cc4)CC3)c2c1	-12	-7	3
O=S(=O)(Oc1ccc2oc3ccccc3c2c1)c1ccc2c(c1)OCCO2	0	.	-16
CC(CNC(=O)c1cnon1)Oc1cccnc1 (stereo unspecified)	-4	.	24
CCCc1cc(=O)n2[nH]cc(-c3ccccc3)c2n1	7	3	-1
O=C1NCCCCC1N1CCN(C(=O)c2cc3ccccc3o2)CC1 (stereo unspecified)	2	.	-8
COc1cc2c(cc1-c1ccc(S(C)(=O)=O)cc1)OCC(C)(C)CC2CO (stereo unspecified)	5	-7	6
CC(C)CCn1c(CN2CCN(Cc3ccccc3)CC2)nc2c1c(=O)n(C)c(=O)n2C	-2	-5	1
COCc1cc(N2CCN(C)CC2)nc(SCc2cccc(C(=O)NCC3CC3)c2)n1	-9	-3	13
CN(C(=O)CN1CCCC(C(=O)c2cc(F)ccc2F)C1)c1ccccc1 (stereo unspecified)	-6	-11	-1
O=C(c1cc(=O)c2ccccc2o1)N1CCN(c2ncnc3c2nnn3-c2cccc(F)c2)CC1	-6	-9	-8
Cc1c(C(C)NC2CCN(CCc3ccccc3)CC2)cnn1-c1ccccc1 (stereo unspecified)	-6	-7	.
Nc1cc(=O)[nH]c(SCC(=O)N2CCN(C34CC5CC(CC(C5)C3)C4)CC2)n1	6	1	.
CSc1ccc(CC(=O)N2CCCC(N(C)C)CC2)cc1 (stereo unspecified)	-4	-10	3
CC(C)n1nccc1NC(=O)c1ccc(-c2ccccc2F)o1	-6	.	5
Cc1nc2ccc(Cl)cn2c1C(=O)N1CC2(CCNCC2)CC1C(=O)O (stereo unspecified)	-2	.	1
CCn1c(=O)n(CCC(=O)NCCc2ccccc2)c2ccccc21	-2	.	13
Cc1cc(N2CCCN(Cc3cnc(N(C)C)s3)CC2)ccn1	-3	-15	-1
Cc1ccc(NC2CCCN(C(=O)c3ccccc3N3CCOCC3)C2)cc1C (stereo unspecified)	-6	.	6

Some of the entries above, reformatted.
Below each SMILES – hcGAS inh | mcGAS lum | NPYLR7 agonist
- O=C(NCCNC(=O)[C@H]1CCCN1C(=O)c1ccc(Cl)cc1Cl)c1ccc(F)cc1
    -1 | -6 | 4
- CC(OC(=O)c1ccc(CN2CCCCC2)cc1)C(=O)NCc1cccs1 (stereo unspecified)
    1 | . | -4
- CCCc1cc(=O)n2[nH]cc(-c3ccccc3)c2n1
    7 | 3 | -1

Next records.
SMILES	hcGAS inh	mcGAS lum	NPYLR7 agonist
CC(O)CCc1ccc(Oc2ccc3nnnn3n2)cc1 (stereo unspecified)	-1	.	-14
CCOc1ccnc(N2CCN(Cc3ccc4c(c3)OCO4)CC2)n1	-4	.	-2
CN=c1scc(-c2ccc([N+](=O)[O-])cc2)n1N=Cc1ccco1	2	.	-1
Cc1ccn(-c2ccc(Nc3ccc(NC(=O)Nc4ccc(F)cc4)cc3)nn2)n1	-3	-6	-2
Cc1noc(CCNC(=O)NC(C)c2cccc(OC(C)C)c2)n1 (stereo unspecified)	-5	.	3
CCC(C)N(Cc1cc(C)[nH]n1)Cc1ccccc1Cl (stereo unspecified)	-7	-9	3
CC(C)(C)P(=NC(=O)Nc1ccccc1)(N1CCCCCC1)N1CCCCCC1	-6	-9	-4
Cc1cc(C)cc(-n2c(SCC(=O)Nc3nc(C)cs3)nc3c(c2=O)SCC3)c1	-5	-7	-6
CN(CCCOc1ccc(F)cc1)Cc1cc2ccc(F)cc2[nH]c1=O	-6	-5	8
CC(C)c1cccc(-c2nc3c(NCCO)nccc3[nH]2)c1	0	-2	-4
Cc1nc2cc(OCc3cc(C(=O)N4CCCCCC4)no3)ccc2s1	7	.	0
CCC(C)C(NS(=O)(=O)c1ccc(C(C)(C)C)cc1)C(=O)Nc1nnc(-c2ccc(OC)cc2)s1 (stereo unspecified)	-9	-5	30
COCCN(CC(=O)N(Cc1ccc2c(c1)OCO2)Cc1ccco1)C(=O)Nc1cccc(C(F)(F)F)c1	-5	-5	33
Cc1ccc2nc(SCC(=O)N3CCCCCC3)nc(=O)n2c1	1	-1	4
CCn1ccc(-c2n[nH]c(=O)n2C2CCCC2)n1	-3	-11	5
CC(=O)Nc1ccc(C(=O)N2CCC3(CCOCC3)CC2)cc1C	3	.	2
